V-ATPase pHluor = regulators of yeast V-ATPase proton transport; S. cerevisiae, pHLuorin cytosolic pH fluorescence; response, % at 10 µM; 350,000 compounds, 0.37% hits; AID 504577; in the data active means response mostly above about 7.3%, no sharp cut-off; inactive means mostly below about 5.4%; further: actives read high; inactives centre near 0; some compounds called inactive have numbers as strong as hits; reference of the scale not given here
Arrestin-AP2 inh = inhibitors of human beta-arrestin and AP2 interaction; FITC-arrestin peptide / GST-AP2 beads, flow cytometry; AP2 beta2 appendage carries R879A mutation; inhibition, % at 10 µM; 340,000 compounds, 0.31% hits; AID 504490;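 active means inhibition above a set limit, near 3 SD of compounds lacking own fluorescence, cut at about 54% in these data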;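 further: plate controls were DMSO wells for no effect and 5 µM unlabelled arrestin peptide for full effect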
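System: GST-tagged AP2 beta2-adaptin appendage (R879A) on 4 µm glutathione beads / Reagent: FITC-arrestin peptide, 50 nM / Detection: HyperCyt-sampled flow cytometry, FL1 channel, ex 488/em 535 nm / Timing: 12 min plus 1 h, RT / Buffer or medium: PBS plus Tween 20 (0.05%) and BSA (0.1%)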
HTR5A inv ag = counter-screen for OPRM1-OPRD1 inverse agonists: human HTR5A inverse agonism. P47898. HTR5A cell line, luminescence. inhibition, % at 9.3 µM. 340,000 compounds, 0.083% hits. AID 504634; in the data active means inhibition mostly above about 23%, no sharp cut-off; inactive means mostly below about 18%;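 further: 0% = cells with DMSO and 100% = no-cell wells with DMSO; some compounds called inactive have numbers as strong as hits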
Target sequence (P47898 whole entry, looked up): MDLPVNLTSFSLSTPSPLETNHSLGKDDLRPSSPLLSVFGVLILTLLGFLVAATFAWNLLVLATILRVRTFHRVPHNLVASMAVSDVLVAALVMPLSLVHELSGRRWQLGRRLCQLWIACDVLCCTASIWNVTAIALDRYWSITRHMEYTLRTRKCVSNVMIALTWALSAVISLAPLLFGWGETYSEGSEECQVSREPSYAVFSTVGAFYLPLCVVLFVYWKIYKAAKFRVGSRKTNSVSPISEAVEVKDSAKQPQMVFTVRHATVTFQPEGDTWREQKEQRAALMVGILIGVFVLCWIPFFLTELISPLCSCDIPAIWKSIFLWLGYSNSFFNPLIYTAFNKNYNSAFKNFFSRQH
MOR-DOR ag = agonists of human mu-delta opioid receptor heterodimerization. P35372+P41143. cells, OPRM1-OPRD1 heterodimerization, luminescence. activation, % at 9.3 µM. 340,000 compounds, 0.3% hits; in the data active means activation above about 18%;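 further: 0% = vehicle-treated cells and 100% = reference agonist; values of inactives mirror those of a sister screen read the other way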
Pemphigus Ab inh = human desmoglein-3 autoantibody binding inhibition. 310,000 compounds, 0.48% hits. AID 588358. binding (percent of control), % at 10 µM. P32926. DSG3-coupled beads, scFv-anti-DSG3-GFP binding, flow cytometry; hits give low values;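 active means binding more than 3 SD below its plate's average and above zero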;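 further: hits lower antibody fragment binding to DSG3; some compounds called inactive have numbers as strong as hits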
MOR-DOR inv ag = inverse agonists of human mu-delta opioid receptor heterodimerization; AID 504357; cell-based MOR-DOR heterodimer luminescence, inverse agonism; 340,000 compounds, 0.21% hits; P35372+P41143; inhibition, % at 9.3 µM; in the data active means inhibition above about 22%, passing the limit was not always enough;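 further: 0% = cells with DMSO and 100% = wells without cells with DMSO; values of inactives mirror those of a sister screen read the other way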
HTR5A ag ctr = HTR5A agonism, opioid heterodimer counter-screen | AID 504692 | HTR5A agonist assay, luminescence, cell-based | 340,000 compounds, 0.61% hits | activation, % at 9.3 µM; in the data active means activation mostly above about 9.5%, no sharp cut-off; inactive means mostly below about 7.6%;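 further: 0% = cells with vehicle only and 100% = reference agonist; strong numbers were not always called active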
DAGLB inhibitor = diacylglycerol lipase beta (human) inhibition; Q8NCG7; HEK293T DAGLB membrane lysate, EnzChek fluorogenic substrate; inhibition, % at 5.17 µM; 340,000 compounds, 0.059% hits; AID 504411; in the data active means inhibition above about 34%;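 further: 0% = enzyme with vehicle and 100% = wells lacking enzyme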
PKA-R1A act = activates the PKA-R1A holoenzyme complex. 340,000 compounds, 0.083% hits. AID 504707. PKA-R1A dissociation, Cy5-IP20 fluorescence polarization; scaled: DMSO 0%, 113 µM cGMP 100%. activation, % at 11.4 µM;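 active means percent activation above the mean of all tested compounds plus 3 SD, cut at about 19% in these data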;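 further: higher means more PKAc released from R1A so a rise in polarization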
PKA-R2B act = activates the human PKA-R2B holoenzyme complex | activation, % at 11.4 µM | PKA-R2B holoenzyme dissociation, Cy5-IP20 fluorescence polarization; R2B truncated from residue 108, S112A mutant; 0% DMSO only, 100% 113 µM cGMP | AID 504700 | 340,000 compounds, 0.079% hits | P22694+P31323;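 active means activation above a cutoff set at the mean over all compounds plus 3 SD, cut at about 18% in these data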;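 further: higher means more holoenzyme dissociation and a rise in polarization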
Target sequence (P31323 whole entry, looked up, other chains not shown, the tested form may be a part): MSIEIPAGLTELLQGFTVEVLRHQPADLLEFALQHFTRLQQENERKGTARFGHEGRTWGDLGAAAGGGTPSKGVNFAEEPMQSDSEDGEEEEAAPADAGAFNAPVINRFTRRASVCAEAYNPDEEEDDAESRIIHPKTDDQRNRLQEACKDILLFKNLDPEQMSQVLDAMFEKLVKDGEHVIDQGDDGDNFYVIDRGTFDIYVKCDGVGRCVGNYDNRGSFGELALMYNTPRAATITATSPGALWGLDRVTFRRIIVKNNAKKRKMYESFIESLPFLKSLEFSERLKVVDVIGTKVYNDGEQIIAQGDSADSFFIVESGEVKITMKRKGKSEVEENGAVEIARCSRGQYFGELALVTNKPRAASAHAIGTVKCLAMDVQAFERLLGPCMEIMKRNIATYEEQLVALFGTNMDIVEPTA
* hit, by the source's call; · = not tested or not shown. Outcome played no part in choosing rows, and some 2.4% of all compounds hit somewhere here.

SMILES	V-ATPase pHluor	Arrestin-AP2 inh	HTR5A inv ag	MOR-DOR ag	Pemphigus Ab inh	MOR-DOR inv ag	HTR5A ag ctr	DAGLB inhibitor	PKA-R1A act	PKA-R2B act
CN(c1ccccc1)S(=O)(=O)c1ccc(-c2ccccc2)cc1	2	1	2	-1.8	113	9	0	-16	-13	1
CCNC(=O)COC(=O)c1csc2c1CCCC2	-2	-21	-5	-0.8	104	4	1	0	-11	-18
CCS(=O)(=O)Nc1cccc(C2=NN(S(=O)(=O)c3ccccc3)C(c3cccs3)C2)c1 (configuration not stated)	-3	-3	-16	-1.4	122	7	5	-1	-2	4
O=C(Cc1cccs1)N1CCN=C1SCc1ccc(Br)cc1	1	-2	-8	1.7	99	-8	3	-4	-8	0
Cn1cnnc1Sc1nc2ccccc2nc1NS(=O)(=O)c1ccccc1	2	2	0	0.6	101	-4	0	5	0	4
COc1cccc(CNCC(=O)N2C(C)CCCC2C)c1 (configuration not stated)	-1	-12	-14	0.5	100	-2	-1	0	-8	8
CCC(=O)c1ccc(OCC(O)Cn2nc(C)c(C(C)=O)c2C)cc1 (configuration not stated)	2	1	-3	-1.4	103	9	2	1	-2	-7
N#Cc1ccc2ccn(CC(=O)NC3CCCCC3)c2c1	0	16	-2	-0.8	96	4	-4	1	3	-3
NC(=O)c1ccc(-n2nnnc2Oc2ccccc2C(=O)N2CCOCC2)cc1	0	26	-24	-3.7	109	17	2	-3	1	-5
c1nc(NCC2CCCO2)c2[nH]cnc2n1 (configuration not stated)	6	-2	-26	-2.2	106	12	-5	-1	3	-4
COc1cccc(N2CCN(C(=O)c3ccc(CS(=O)Cc4ccc(C)cc4)o3)CC2)c1 (configuration not stated)	0	-4	-2	-2.9	103	15	-2	0	6	-18
NC1=NC(=O)C(=Cc2ccccc2)S1	-8	16	2	-1.0	92	5	0	-7	5	-13
Cc1cnc(NC(=O)CN(C)S(=O)(=O)c2ccc(Cl)cc2)s1	8	-4	-45	2.4	94	-14	3	-1	-5	-5
CCCCCOC(=O)CC(C(=O)OCCCCC)N1CCCCC1 (configuration not stated)	4	1	5	0.3	103	-1	-1	-6	-2	4
COc1ccc(N/N=C(\C#N)C(N)=O)cc1	6	3	-1	-0.9	90	6	0	0	3	-4
COc1cc2c(c(OC)c1OC)-c1ccc(N(C)CC(OC)OC)c(=O)cc1[C@@H](NC(C)=O)CC2	0	16	-16	-3.1	90	16	4	3	-1	0
C/C(=N/NC(=O)CNC(=O)c1cccs1)c1ccc(Cl)cc1	-4	13	5	-0.5	·	2	-1	1	-9	-8
Nc1ccc(N=Nc2ccccc2)c(N)n1	8	-4	-2	-0.7	·	4	0	16	-7	7
CCOC(=O)C1=C(C)NC(C)=C(C(=O)OCC)C1C(=O)OCC(=O)Nc1ccc(NC(C)=O)cc1	-1	·	·	·	97	·	·	0	2	-7
COC(=O)c1sccc1NC(=O)/C=C\c1ccc(Cl)cc1Cl	0	-2	-12	-1.9	108	9	5	-7	2	5
Cn1cc(S(=O)(=O)CC(=O)Nc2ccc3c(c2)OCO3)c2ccccc21	-1	4	-11	1.1	104	-6	0	4	1	-5
O=S1(=O)N=C2CCCN2C(c2ccc(F)cc2)N1 (configuration not stated)	-4	-6	-4	-1.8	89	10	-5	2	1	-8
CC(=O)c1ccc(NC(=O)CSc2nnc3ccc(-c4ccccn4)nn23)cc1	-56	9	5	-0.7	95	4	-5	-1	4	-14
CCCN(CC1CC1)S(=O)(=O)c1ccc(-n2cnnn2)c(OC)c1	4	1	-22	1.5	103	-8	-4	-2	-2	-5
Cc1ccc(S(=O)(=O)N2CCOCC2)cc1NC(=O)CSc1ncccn1	0	22	9	-3.1	103	16	-3	-1	-3	-13
(listing goes on)
SMILES	V-ATPase pHluor	Arrestin-AP2 inh	HTR5A inv ag	MOR-DOR ag	Pemphigus Ab inh	MOR-DOR inv ag	HTR5A ag ctr	DAGLB inhibitor	PKA-R1A act	PKA-R2B act
COCCn1c(N)c(NCc2ccccc2)c(=O)n(CC(=O)Nc2cc(C)ccc2C)c1=O	1	17	-21	-2.4	93	13	8	3	-10	1
COc1ccc(CCNC(=O)c2ccccc2OCc2ccccc2)cc1	0	11	-36	0.0	103	0	4	-7	-1	-23
CCn1c(N2CCN(S(=O)(=O)c3ccccc3)CC2)nc2ccccc21	0	-6	-29	-2.3	100	11	8	-3	7	-3
COCCn1c(SCC(=O)N(C)c2c(N)n(Cc3ccccc3)c(=O)[nH]c2=O)nnc1-c1cccc(C)c1	-3	-3	5	-2.0	103	13	-2	-1	7	-7
Cc1cccc(S(=O)(=O)N(C)C[C@H]2OCc3cn(nn3)CCCC(=O)N([C@@H](C)CO)C[C@@H]2C)c1	0	·	·	·	·	·	·	1	1	3
CCOCCCNC(=O)c1ccc(N(C)S(=O)(=O)c2ccc(OC)cc2)cc1	-2	6	11	-2.1	97	11	-3	1	-6	3
C=CCN(C(=O)c1csnn1)C(C(=O)NC1CCCCC1)c1ccccc1F (configuration not stated)	-1	8	-16	-2.0	100	10	6	0	-1	-6
c1ccc(-c2nn3cnnc3c3ccccc23)cc1	-4	5	-3	-2.4	102	11	1	-1	-1	-4
CC(C)(C)C(=O)OCc1nc(-c2ccc(F)cc2)cs1	7	-6	5	3.0	102	-15	-2	-8	-12	-4
CCOc1cc(NC(=O)CC(C)C)c(OCC)cc1NC(=O)CCn1nnc2ccccc21	4	2	0	-2.3	100	12	0	0	10	2
COc1ccccc1OCCSc1nc2ccccc2n1CC(N)=O	1	-8	·	·	108	·	·	-2	-1	9
COc1ccccc1CN(Cc1cccnc1)S(=O)(=O)c1ccc(-n2cnnn2)c(OC)c1	0	4	-7	-1.7	102	9	2	-1	6	5
N=c1c2c(ncn1Cc1ccco1)Oc1c(ccc3ccccc13)C2c1ccccc1 (configuration not stated)	0	0	0	-1.4	130	8	1	-7	-4	-5
O=C(O)c1cc(NC(=O)c2ccc3c(c2)C(=O)N(Cc2cccnc2)C3=O)cc(C(=O)O)c1	1	-8	9	-4.1	100	21	-4	2	6	-12
COc1ccc(-c2nc(C#N)c(NCCc3ccccc3)o2)cc1OC	2	10	-34	5.9	112	-35	3	-3	-9	-11
CCOC(=O)Cc1csc(SCC(=O)c2c(N)n(CC(C)C)c(=O)n(C)c2=O)n1	-11	5	15	0.4	99	-2	-6	-3	-8	1
N/N=c1\sc2ccccc2n1-c1ccccc1	6	-7	17	0.7	82	-4	-1	-2	-7	2
CC(=O)n1cc(/C=N/NC(=O)c2sc(C)nc2C)c2ccccc21	-2	28	-5	-0.6	·	4	2	-1	4	0
Cc1cc(C)n(C(=O)CN2C(=O)c3ccccc3C2=O)n1	3	1	14	-1.6	98	9	-5	-1	0	-3
O=C(Nc1sc2c(c1C(=O)O)CCC2)c1ccccc1Cl	-2	-14	-5	-1.8	93	9	1	2	-10	13
CCN1CCCC1CNC(=O)c1ccc2c(c1)NC(=O)/C(=C\c1ccccc1F)S2 (configuration not stated)	·	·	·	·	95	·	·	3	-4	5
CC(=O)Nc1nc(-c2ccc(Cl)cc2)ns1	3	2	-10	-0.1	95	1	-2	-2	4	-4
Cc1nn(CC(=O)NCc2cccnc2)c(=O)c2ccccc12	-1	2	-7	-2.1	100	11	3	0	3	-3
O=C(CSc1ccc(-c2ccccn2)nn1)NCc1ccccc1	0	0	6	-2.4	111	12	-3	0	-5	-6
COc1ccc(OC)c(Nc2cc(C)c3ccccc3n2)c1	-5	-24	0	3.9	108	-20	-5	-3	-14	-2

3 of the entries above in order of the DAGLB inhibitor value, high to low.
Molecule | DAGLB inhibitor
CCOc1cc(NC(=O)CC(C)C)c(OCC)cc1NC(=O)CCn1nnc2ccccc21 | 0
c1ccc(-c2nn3cnnc3c3ccccc23)cc1 | -1
COc1ccc(-c2nc(C#N)c(NCCc3ccccc3)o2)cc1OC | -3

Later entries
SMILES	V-ATPase pHluor	Arrestin-AP2 inh	HTR5A inv ag	MOR-DOR ag	Pemphigus Ab inh	MOR-DOR inv ag	HTR5A ag ctr	DAGLB inhibitor	PKA-R1A act	PKA-R2B act
CCCN(C(=O)C1CSC2(C)CCC(=O)N12)c1c(N)n(Cc2ccccc2)c(=O)[nH]c1=O (configuration not stated)	-2	26	9	0.5	104	-3	-4	-2	2	-2
COc1ccc(-c2ccc(CN3C(C(C)C)C(=O)N(Cc4cn(CCC5OCCO5)nn4)CCS3(=O)=O)cc2)cc1 (configuration not stated)	1	·	·	·	102	·	·	0	4	-1
Cc1cccc(NC(=O)CCNC(=O)c2ccc(Br)cc2)c1	-4	17	-11	-0.8	105	4	1	-2	-5	3
COc1ccc(S(=O)(=O)NCCC(=O)NCc2cccs2)cc1	4	-1	-22	-1.2	102	7	1	4	-1	-6
O=C(NNC(=S)Nc1ccc(F)cc1)C1CC1c1ccc(Cl)cc1 (configuration not stated)	-4	17	5	-2.6	109	14	2	-3	-7	0
Cn1nc(C(C)(C)C)cc1C(=O)NN1CCOCC1	3	11	-20	-0.9	104	6	1	1	-8	0
CS(=O)(=O)c1ccccc1C(=O)N1CCN(Cc2ccccc2)CC1	0	-14	-7	-1.5	106	8	10	-1	-6	3
CCc1ccc(C(=O)/C=C/c2cnn(C)c2C)s1	-4	4	0	-1.8	101	8	0	0	-8	-4
O=C(NCc1ccco1)/C(=C/c1ccc(C(F)(F)F)cc1)c1nc2ccccc2[nH]1	0	0	-5	2.5	112	-18	0	6	-8	-14
Nc1cc(=O)[nH]c(=O)n1CC1CC1	-3	8	-7	-3.2	96	18	3	-2	-12	-20
CCOc1ccc(CCNC(=O)CCC(=O)N2CCSc3ccccc32)cc1OCC	-1	-2	2	-0.6	109	3	-1	-1	-1	3
Cc1c(-c2cccs2)[n+](=O)c2c(n1[O-])CCC2	-3	-6	-29	-1.9	100	12	1	-5	-2	-2
CCCCc1nnc(NC(=O)CCS(=O)(=O)Cc2ccccc2)s1	3	-8	-17	-1.4	101	9	-1	-2	10	1
CCOc1ccc(NC(=O)c2cccs2)c([N+](=O)[O-])c1	0	5	2	6.4	111	-38	10	0	-3	-7
CC1Cc2ccccc2N1C(=O)COC(=O)Cn1cnc2ccccc2c1=O (configuration not stated)	4	-11	-1	-2.9	106	17	2	3	9	-12
CC(C)OCCCNC(=O)C(=O)NCCCOC(C)C	-4	13	-9	0.1	101	-1	-2	-3	-1	-3
Cc1ccc(Nc2cc(C)nc3ccc(C)cc23)cc1	-2	-15	6	16	101	-77	-2	-2	-1	-3
CCOC(=O)c1ccc(N2C(=O)C(O)=C(C(C)=O)C2c2ccc(O)c(OC)c2)cc1 (configuration not stated)	0	0	-13	-1.6	102	9	4	-1	-4	-15
Cc1cc(/C=N/n2cnnc2)c(C)n1-c1ccc(OCc2ccc(Cl)cc2)cc1	0	24	-25	3.5	105	-18	10	3	-9	-5
Cc1ccn(C(=O)c2ccc(NC(=O)C3CCCCC3)cc2)n1	13	0	5	1.3	·	-6	4	-10	4	-3
Cc1cccc2c1NC(=O)C2=O	6	24	6	-8.2	93	41*	-2	0	5	5
CC(C)N=C1CC(C)(C)CC(=O)/C1=C(/O)CCCN1C(=O)c2ccccc2C1=O	-2	-7	8	-0.6	97	4	-3	1	-2	-7

Bioassay records (PubChem)
